# Growth percent in the NCI-60 one-dose screen (48 h, 10 µM unless noted): 100 = growth as untreated, 0 = no growth, -100 = all killed.
# MDA-MB-468 – MDA-MB-468 breast cancer. AID 2202374. hit rate 8.5% among 78,000
# SR – SR leukemia cells; hit rate 8.7% among 73,000; AID 1794780
# MOLT-4 – MOLT-4 leukemia cells; hit rate 6.9% among 80,000; AID 1794779
# MCF7 – MCF7 breast cancer | hit rate 6.3% among 82,000
# K-562 – K-562 leukemia; hit rate 7.4% among 78,000; AID 1794777
# RPMI-8226 – RPMI-8226 leukemia cells; hit rate 7.5% among 77,000; AID 1794781
# MDA-MB-231 – MDA-MB-231 breast cancer. AID 1794789. hit rate 5% among 81,000
# MDA-MB-435 – MDA-MB-435 melanoma. hit rate 7.8% among 82,000. AID 1794794
# An asterisk follows results filed as active; nt = not tested or not shown; & = joins results of further samples. Rule for the calls: active = growth percent below 10; inactive = the rest.
SMILES,MDA-MB-468,SR,MOLT-4,MCF7,K-562,RPMI-8226,MDA-MB-231,MDA-MB-435
COc1ccc2[nH]cc(-c3cc4nc(-c5cn(C)c6ncc(Br)cc56)cc(N)n4n3)c2c1,-83*,-16*,-28*,-60*,-27*,-6.2*,-84*,-62*
Cc1ccccc1C(=O)Oc1cc(Cl)c(Cl)cc1Cl,105,94,86,95,104,99,103,111
Cc1ccc(-n2cc(-c3ccccc3)c3c2N=C(SCC(=O)c2ccccc2)N2CCN=C32)cc1,99,80,85,89,73,86,81,99
Cc1ccc2c(c1)nc(C)n2-c1ncnc2c1CC(C)c1cc(O)ccc1N2C (stereo not given),10,7.0*,13,20,15,30,51,3.8*
CC1(Cc2ccccc2)CC2=C(C(=O)O1)C(c1ccccc1)NC(=O)N2 (stereo not given),nt,77,47,105,78,94,103,99
CN(CC1CO1)c1ccccc1 (stereo not given),106,76,96,99,89,98,120,97
O=S(=O)(SC(S(=O)(=O)c1ccccc1)S(=O)(=O)c1ccccc1)c1ccccc1,93,nt,85,99,92,105,91,106
COC(=O)[C@]12CC[C@@H](C)[C@H](C)[C@@H]1C1=CC[C@@H]3[C@@]4(C)C[C@@H](OC(=O)c5ccco5)[C@H](O)[C@@](C)(CO)[C@@H]4[C@H](O)C[C@@]3(C)[C@]1(C)CC2,-89*,-91*,-75*,-74*,-100*,-65*,-66*,-87*
O=S1(=O)CCN(C2CCCC2)CC1,101,99,99,105,99,105,108,100
Cc1nn(-c2ccccc2)c(Cl)c1/C=C(/NC(=O)c1ccccc1)c1nc2ccccc2[nH]1,113,nt,80,93,88,92,86,92
CCCCC1COc2cccc3c(SCC(=O)N4CCCc5ccccc54)cc[n+]1c23 (stereo not given),111,101,97,98,90,nt,112,108
Nc1cccc2c1C(=O)c1c(N)cccc1C2=O,79,81,99,89,101,95,89,102
CC1(N=Cc2cc(Cl)ccc2O)COP(=O)(NC2CCCC2)OC1 (stereo not given),nt,96,nt,93,nt,137,104,98
Cc1ccc(-c2cc(-c3ccncc3)[nH]c(=O)c2C#N)cc1,109,nt,117,100,104,96,106,105
COc1cc2oc(-c3cccc(NC(=O)c4ccc5c(c4)OCO5)c3)cc(=O)c2c(O)c1OC,82,81,84,89,85,79,78,95
O=C1/C(=C/c2ccc([N+](=O)[O-])cc2)CN(C(=O)CCN2CCC(=NO)CC2)C/C1=C\c1ccc([N+](=O)[O-])cc1,-34*,8.7*,-7.0*,-55*,7.0*,-35*,-69*,-52*
C=C(C)[C@@H]1CC[C@]2(CN)CC[C@]3(C)[C@H](CC[C@@H]4[C@@]5(C)CCC(N)[C@@](C)(CO)[C@@H]5CC[C@]43C)[C@@H]12 (stereo not given in full),-87*,nt,nt,-72*,-70*,-52*,-81*,-87*
COc1cc(-c2nn(C(C)(C)C)cc2-c2ccnc(NCCCNS(=O)(=O)c3ccc(C(F)(F)F)cc3)n2)ccc1Cl,59,60,42,56,40,62,64,77
CCOC(=O)c1ccc(NC(=O)CN2C(=O)/C(=C3\SC(=S)N(CCC(=O)O)C3=O)c3ccccc32)cc1,96,80,99,87,96,79,105,93
Cc1cc(C(=O)NNCc2ccccc2)no1,nt,96,62,104,101,83,100,154
CC1=CCC2C(=O)NC(=O)C2C1 (stereo not given),95,nt,104,92,105,97,100,97
O=C(NC1CCCCC1)c1ccc(Nc2ncnc3c2cnn3-c2ccccc2)cc1,76,67,90,83,73,90,8.8*,81
NS(=O)(=O)c1ccc(CCN=Cc2c[nH]c3ccccc23)cc1,92,93,100,97,110,99,105,99
Nc1cccc(Nc2cc(S(=O)(=O)O)c(N)c3c2C(=O)c2ccccc2C3=O)c1,112,115,103,nt,101,110,107,109
COc1ccc(Oc2nccc(-c3cn(CC(N)=O)nc3-c3cc(C)cc(OC)c3)n2)cc1,92,101,102,101,88,108,100,107
CCOCCC(CC)C(=O)O (stereo not given),100,118,nt,97,nt,103,105,108
COc1cccc(C(=O)CSc2nc3sc4c(c3c(=O)n2-c2ccccc2)CCC(C)C4)c1 (stereo not given),83,87,92,96,95,116,70,101
COc1ccc(-c2cc(-c3ccc4c(c3)OCO4)n3c(n2)nc2ccccc23)cc1,90,nt,72,74,77,75,74,96
NS(=O)(=O)c1ccc(NC(=O)CSc2ccc(-c3ccc(Cl)cc3)nn2)c(Br)c1,-3.5*,66,91,27,75,72,8.7*,85
CC(C)C(=O)N1CCCCCCN1C(=O)C(C)C,95,90,90,89,96,97,119,104
CC(C)N(CCOC(=O)Nc1cccc(Cl)c1)C(C)C,104,88,86,100,86,91,102,107
CCCCOc1ccc(CCO)cc1,95,106,114,107,119,97,98,102
CCCCCCCCOC(=O)c1c(C)[nH]c(/C=C2\N=C(c3ccc[nH]3)C=C2OC)c1C,-26*,14,4.3*,-58*,11,-21*,-5.1*,-19*
O=C1C=C(O)C2=C(CCCC2)C1=O,89,98,95,99,71,89,106,88
C=C(C)[C@@H]1CC[C@]2(C(=O)OC)CC[C@]3(C)[C@H](CC[C@@H]4[C@@]5(C)C/C(=C/c6ccc(Cl)cc6)C(=O)C(C)(C)[C@@H]5CC[C@]43C)[C@@H]12,98,nt,95,89,91,98,106,99
COC(=O)c1sc(-c2ccc(C)cc2)cc1O,100,82,88,96,84,103,100,92
Cc1cn(C2CC(O)C(COP(=O)(O)O)O2)c(=O)[nH]c1=O (stereo not given),108,nt,110,104,117,104,109,99
CCOC(=O)c1ccc(NC2=C(Cl)C(=O)C(C)=C(C)C2=O)cc1,93,99,105,92,97,108,98,104
O=C(SCc1c(O)c2ccccc2oc1=O)c1ccccc1,107,100,108,97,102,100,91,102
Cc1cc2c(cc1Cl)C(=O)/C(=C/c1ccc(C(C)C)cc1)O2,127,104,109,100,95,100,111,99
CC(O)C1CCCCC1 (stereo not given),95,93,95,88,104,103,109,107
O=S(=O)(Nc1ccc(NS(=O)(=O)c2ccccc2)cc1)c1ccccc1,113,93,93,96,104,81,93,115
O=S(=O)(NCCCNc1cc(-c2cn(-c3ccccc3)nc2-c2cccc(O)c2)ccn1)c1cccc(F)c1,7.6*,35,31,31,1.9*,32,7.3*,49
COc1cc(OC)c(OC)cc1/C=C/C(=O)CC(=O)/C=C/c1cc(OC)c(OC)cc1OC,77,nt,85,76,91,117,91,92
COc1ccc(C(=O)c2cc(C)c(OC)c(C)c2)c(OC)c1N(C(=O)C(Cl)Cl)C(=O)C(Cl)Cl,22,nt,23,13,8.2*,20,13,-37*
CCCCCCCCCCCCCCCCN=Cc1ccc(Cl)c(Cl)c1,115,nt,101,91,91,92,96,110
N#Cc1ccc(OCc2cn(CC(=O)Nc3nc4ccccc4s3)nn2)cc1,106,109,105,94,100,92,100,102
CCOC(=O)C1C(=O)Nc2nc3ccccc3n2C1c1ccco1 (stereo not given),85,87,nt,98,81,76,103,101
O=[N+]([O-])c1ccc2c(c1)/C(=N\O)c1cc(F)ccc1-2,40,42,71,67,79,89,nt,95
C1CCc2[nH]nc(-c3n[nH]c4c3CCCCC4)c2CC1,101,91,109,95,101,107,95,108
# Continuation:
SMILES,MDA-MB-468,SR,MOLT-4,MCF7,K-562,RPMI-8226,MDA-MB-231,MDA-MB-435
Cc1cc(C)c(Cn2c(=O)[nH][nH]c2=O)cc1Cn1c(=O)[nH][nH]c1=O,102,100,93,96,97,95,100,100
COc1cc2cc(Sc3ccc(NC(=O)c4ccc(Cl)c(Cl)c4)cc3)c(C)nc2cc1OC,44,95,68,83,84,76,77,101
CC(C)Cc1ccc(C(=O)CCC(=O)NNc2ccc(S(N)(=O)=O)cc2)cc1,57,70,78,77,58,69,74,84
CCc1nnc(CNc2ccc(Cl)cc2)o1,114,89,90,91,86,103,94,101
C=CCN(C(=O)OCC)c1ccccc1,112,108,119,99,92,nt,108,102
COc1ccc(CC(=O)O)cc1OC,101&101,112&93,103&107,100&98,106&109,108&106,109&103,101&98
NC(N)=Nc1ccc(Oc2ccnc(Nc3ccc(Cl)c(C(F)(F)F)c3)n2)cc1,35,nt,nt,20,nt,97,50,91
Cc1cccc(-c2cn3ccnc3c(-c3ccc4ncn(Cc5ccccc5)c4c3)n2)c1,83,89,63,78,nt,63,72,99
CCn1cc(C(=O)O)c(=O)c2cc(F)c(N3CCN(C=O)C(C)C3)c(F)c21 (stereo not given),97,72,117,102,105,118,99,101
COc1c2c(c(CN3CCOCC3)c3occc13)O/C(=C/c1ccccc1)C2=O,94,76,80,86,77,51,92,109
O=C(Cn1cc(COc2ncnc3c2cnn3-c2ccccc2)nn1)Nc1ccccn1,98,101,90,90,97,84,85,98
Cc1cc2c(cc1C)Nc1sc(NC(=O)CN3CCN(C)CC3)nc1C(=O)N2,105,79,87,98,82,105,114,111
CCOC(=O)C(=CCC(C)C)C(=O)OCC,98,119,98,100,125,99,100,100
COc1ccc(C2=Nc3c(N)nc(N)nc3NC(c3ccc(Oc4nc(NCCO)nc(N5CCOCC5)n4)c(OC)c3)C2)cc1 (stereo not given),84,93,85,90,88,105,108,103
O=C(Nc1cccc(C(F)(F)F)c1)C1=NCCCCN1,100,109,102,88,99,96,99,99
Cc1nc2cc(NC(=O)CN3CCN(CCN4C(=O)c5cccc6cccc(c56)C4=O)CC3)ccc2s1,38,22,9.6*,33,nt,29,72,58
Nc1nonc1-c1nc2ccccc2[nH]1,110,nt,97,93,98,104,107,99
CCCCC(CC)COC(=O)CC(C(=O)OCC(CC)CCCC)S(=O)(=O)O (stereo not given),105,104,113,103,nt,109,91,100
CCOC1(OCC)CCN(c2nc(CO)ncc2-c2ccc(C(F)(F)F)cc2)CC1,103,86,70,95,90,102,103,104
O=S(=O)(NC1C2c3ccccc3C(c3ccccc32)C1O)c1ccc(Cl)c(Cl)c1 (stereo not given),109,91,85,94,91,101,116,103
O=C(O)c1c[nH]c2ccccc2c1=O,114,100,90,94,93,98,98,107
COc1ccc(-n2c(-c3ccccc3)c(-c3ccccc3)c3c(SCC(=O)NN)ncnc32)cc1,69,90,91,78,70,64,90,94
O=C(Cn1nnc2ccccc21)N/N=C/c1ccc(F)cc1,102,101,103,82,96,101,107,102
CCOC(=O)C1=C(C)NC(C)=C(C(=O)OCc2ccccc2)C1c1cccc(C#N)c1 (stereo not given),16,22,31,21,17,32,52,-10*
Clc1ccc(-c2c3ccc(=[N+]4CCCCC4)cc-3oc3cc(N4CCCCC4)ccc23)cc1,-87*,nt,-32*,-74*,-34*,-42*,-82*,-60*
CN(C)/C=C1\CC2C(=O)N(Cc3ccccc3Cl)C(N(C)C)N2C1=O (stereo not given),113,107,108,87,110,93,112,104
CCCCc1ccccc1C(=O)CCN1CC2CCC(CC2)C1,104,71,90,98,93,87,126,107
CN(C)CCNC(=O)c1cccn2c(=O)c3cc4ccccc4cc3nc12,-44*,-30*,-27*,4.7*,4.6*,-29*,22,-69*
Cc1ccc(N=C2CSc3nnc(-c4csc5c4CCCC5)n3N2)cc1,17,32,23,21,11,25,43,-25*
CCCCN(CCCC)CCCNc1c2c(nc3ccccc13)CCCC2,85,80,96,92,48,99,69,98
CCC(/C=N/Nc1ccc([N+](=O)[O-])cn1)CC,118,93,101,91,103,104,107,103
S=c1sc(-c2ccccc2)nn1-c1ccccc1,95,96,91,71,92,101,96,105
Cc1nnc(NS(=O)(=O)c2ccc(N=Nc3cc(N=Nc4ccccc4)c(N)nc3N)cc2)s1,71,84,53,70,73,84,95,80
O=c1[nH]c(=O)n(C2OC(CO)C(O)C2O)cc1N1CCOCC1 (stereo not given),112,87,95,100,96,nt,99,103
Cc1[nH]c(-c2nc3ccccc3[nH]2)c(C)c1C(=O)n1ccnc1,100,86,99,95,95,nt,84,100
Cc1nc2cc(Nc3nc(Nc4ccc(F)cc4)nc(N4CCCC4)n3)ccc2n1Cc1ccccc1,-63*,-28*,-31*,3.0*,0.0*,-47*,-60*,-74*
CC1(C)CC[C@]2(C(=O)O)CC[C@]3(C)C(=CCC4[C@@]5(C)C[C@@H](O)[C@@H]6OC(c7ccc([N+](=O)[O-])cc7)OC[C@@]6(C)C5CC[C@]43C)C2C1 (stereo not given in full),84,99,95,95,79,86,98,100
FC(F)(Cl)C(F)(F)Cl,93,108,119,106,nt,nt,102,105
COc1ccc(-c2nc3ccccn3c2/C=C2/C(=O)Nc3ccc(F)cc32)cc1,104,nt,59,93,nt,73,83,82

# Entries from the list above that have fluorine:
SMILES,MDA-MB-468,SR,MOLT-4,MCF7,K-562,RPMI-8226,MDA-MB-231,MDA-MB-435
COc1cc(-c2nn(C(C)(C)C)cc2-c2ccnc(NCCCNS(=O)(=O)c3ccc(C(F)(F)F)cc3)n2)ccc1Cl,59,60,42,56,40,62,64,77
O=S(=O)(NCCCNc1cc(-c2cn(-c3ccccc3)nc2-c2cccc(O)c2)ccn1)c1cccc(F)c1,7.6*,35,31,31,1.9*,32,7.3*,49
O=[N+]([O-])c1ccc2c(c1)/C(=N\O)c1cc(F)ccc1-2,40,42,71,67,79,89,nt,95
NC(N)=Nc1ccc(Oc2ccnc(Nc3ccc(Cl)c(C(F)(F)F)c3)n2)cc1,35,nt,nt,20,nt,97,50,91
CCn1cc(C(=O)O)c(=O)c2cc(F)c(N3CCN(C=O)C(C)C3)c(F)c21 (stereo not given),97,72,117,102,105,118,99,101
O=C(Nc1cccc(C(F)(F)F)c1)C1=NCCCCN1,100,109,102,88,99,96,99,99
CCOC1(OCC)CCN(c2nc(CO)ncc2-c2ccc(C(F)(F)F)cc2)CC1,103,86,70,95,90,102,103,104
O=C(Cn1nnc2ccccc21)N/N=C/c1ccc(F)cc1,102,101,103,82,96,101,107,102
Cc1nc2cc(Nc3nc(Nc4ccc(F)cc4)nc(N4CCCC4)n3)ccc2n1Cc1ccccc1,-63*,-28*,-31*,3.0*,0.0*,-47*,-60*,-74*
FC(F)(Cl)C(F)(F)Cl,93,108,119,106,nt,nt,102,105
COc1ccc(-c2nc3ccccn3c2/C=C2/C(=O)Nc3ccc(F)cc32)cc1,104,nt,59,93,nt,73,83,82

# Compound activity (PubChem BioAssay)
